# High-throughput results from PubChem.
# Dengue-2 NS5 capping = Dengue-2 NS5 methyltransferase inhibitors, primary screen, biochemical, confirmation dose response (AID 588689). hit rate 0.3% among 340,000. Dengue-2 NS5 methyltransferase capping enzyme assay, biochemical; higher % means a stronger effect. one-dose inhibition, % at 25 µM; IC50 in µM for titrated hits; in the data active means a potency from the dose series
# GPR55 activation = selective activators of receptor GPR55 – imaging, U2OS cells, beta-arrestin-GFP redistribution, primary screen (AID 1961). U2OS GPR55 beta-arrestin-GFP redistribution imaging; higher % means a stronger effect. activation, % at 10 µM, or EC50 in µM where a hit was titrated. hit rate 0.048% among 290,000;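 active means activation above 40% with more than 50 cells counted in the well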;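 further: U2OS osteosarcoma cells stably expressing GPR55 and beta-arrestin-GFP; plate controls were DMSO negative control for no effect and LPI positive control for full effect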
# West Nile antiviral = West Nile virus antiviral activity, cell-based, CPE readout (AID 1621). West Nile virus-infected cells, CPE inhibition; higher % means a stronger effect. CPE inhibition, % at 10 µM, or IC50 in µM where a hit was titrated. hit rate 0.02% among 290,000; in the data active means a potency from the dose series; further: strong numbers were not always called active
# KOR beta-arrestin-1 = kappa opioid receptor blockers – cell-based, luminescence, uHTS (AID 1778); KOR beta-arrestin recruitment, luminescence, antagonist mode; higher % means a stronger effect; inhibition, % at 10 µM, or IC50 in µM where a hit was titrated; hit rate 0.091% among 290,000; in the data active means inhibition above about 50%; further: strong numbers were not always called active
# GPR35 antagonists = inhibition of zaprinast-stimulated GPR35 beta-arrestin translocation – imaging, U2OS, beta-arrestin-GFP, zaprinast agonist, primary screen (AID 2058); hit rate 0.052% among 290,000; U2OS GPR35 beta-arrestin-GFP translocation imaging, zaprinast antagonism; higher % means a stronger effect; one-dose inhibition, % at 10 µM; IC50 in µM for titrated hits;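 active means inhibition of at least 50% with at least 30 cells and total cytoplasm GFP at most 10,000,000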
# KOR beta-arrestin-2 = kappa opioid receptor activators – cell-based, luminescence, uHTS, primary screen (AID 1777); KOR beta-arrestin recruitment, luminescence; higher % means a stronger effect; activation, % at 10 µM, or EC50 in µM where a hit was titrated; hit rate 0.02% among 280,000; in the data active means activation above about 50%, passing the limit was not always enough; further: a part of the inactive calls stands beside numbers as strong as those of hits
# GPR55 LPI antagonism = GPR55 antagonists blocking LPI-driven arrestin recruitment, primary screen, imaging, U2OS, beta-arrestin-GFP, LPI agonist (AID 2013) | U2OS GPR55 beta-arrestin-GFP translocation imaging, LPI antagonism; higher % means a stronger effect | one-dose inhibition, % at 10 µM; IC50 in µM for titrated hits | hit rate 0.13% among 290,000;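 active means spots per cell inhibited over 60%, with over 100 cells counted and total cytoplasm intensity under 500,000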;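 further: U2OS cells stably carrying GPR55 and arrestin-GFP stimulated by 5 µM LPI near EC80; imaged beta-arrestin-GFP aggregate spots per cell after agonist stimulation; plate controls were LPI-stimulated DMSO wells for no effect and DMSO wells without LPI for full effect; some results filed as inactive read as strong as hits; confirmed hits need IC50 under 10 µM and bright autofluorescent wells are also inconclusive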
# NOD1 inhibition = NOD1 signaling inhibitors, primary screen, cell-based, luminescence, uHTS (AID 1578); NOD1-driven NF-kB luciferase reporter cells, luminescence; higher % means a stronger effect; one-dose inhibition, % at 4 µM; EC50 in µM for titrated hits; hit rate 1% among 290,000; in the data active means inhibition mostly above about 36%, no sharp cut-off; inactive means mostly below about 34%;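 further: HEK-293T reporter cells stimulated with the NOD1 agonist gamma-tri-DAP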
# HIV fusion peptide = cell-free HIV fusion peptide-binding blockers – biochemical, uHTS, fluorescence dequenching, primary screen (AID 1986). cell-free peptide binding, fluorescence dequenching, 30 min; higher % means a stronger effect. hit rate 0.3% among 290,000. inhibition, % at 20 µM; hits with a dose series show IC50 in µM; in the data active means inhibition mostly above about 52%, no sharp cut-off; inactive means mostly below about 76%; further: some results filed as inactive read as strong as hits
# Dengue-2 NS5 capping pilot replicate = further read-out of Dengue-2 NS5 capping, marked with its call; inhibition, %; measured here: pilot screen replicate inhibition
# * hit, by the source's call; nt = no result given; [ ] = another dose, or the depositor's remark. These rows are one share of the data; rates above refer to the full screens.
# Preview:
SMILES,Dengue-2 NS5 capping,GPR55 activation,West Nile antiviral,KOR beta-arrestin-1,GPR35 antagonists,KOR beta-arrestin-2,GPR55 LPI antagonism,NOD1 inhibition,HIV fusion peptide,others
Cc1nnc(SC(C)C(=O)Nc2ncc(Cl)cc2Cl)n1Cc1ccccc1 (centres undefined),6%,0.3%,-0.1%,-17%,10%,3.1%,-16%,-16%,-1.2%,
Cc1ccc(Nc2nnc(SCC(=O)NC3CCCc4ccccc43)s2)cc1 (centres undefined),-1%,0.6%,-1.5%,-85%,6%,-5.5%,5%,8%,-1.7%,
COc1cc(C=O)ccc1OC(=O)c1ccncc1,-5%,0.2%,0.5%,-72%[20 µM],2%,nt,-4%,16%,0.0%,
COC(=O)c1nn(-c2cccc(Cl)c2)ccc1=O,6%,-0.1%,0.0%,8%,-10%,0.1%,-12%,-38%,0.3%,
CC(=O)Nc1ccc(C(=S)NCC2(N(C)C)CCCCC2)cc1,-4%,0.6%,-1.2%,21%,4%,-5.8%,1%,-14%,-0.4%,
COc1ccc(N(CC(=O)NCCSCc2ccccc2C)S(=O)(=O)c2ccccc2)cc1,-7%,0.1%,-1.0%,25%,-12%,-1.0%,19%,12%,-1.7%,
CC(NC(=O)C1CCCN1S(=O)(=O)c1cccc2cccnc12)c1ccccc1 (centres undefined),-4%,-0.1%,0.6%,-24%,-2%,9.0%,-6%,-6%,-1.4%,

# This part in full, from the first entry:
SMILES,Dengue-2 NS5 capping,GPR55 activation,West Nile antiviral,KOR beta-arrestin-1,GPR35 antagonists,KOR beta-arrestin-2,GPR55 LPI antagonism,NOD1 inhibition,HIV fusion peptide,others
Cc1nnc(SC(C)C(=O)Nc2ncc(Cl)cc2Cl)n1Cc1ccccc1 (centres undefined),6%,0.3%,-0.1%,-17%,10%,3.1%,-16%,-16%,-1.2%,
Cc1ccc(Nc2nnc(SCC(=O)NC3CCCc4ccccc43)s2)cc1 (centres undefined),-1%,0.6%,-1.5%,-85%,6%,-5.5%,5%,8%,-1.7%,
COc1cc(C=O)ccc1OC(=O)c1ccncc1,-5%,0.2%,0.5%,-72%[20 µM],2%,nt,-4%,16%,0.0%,
COC(=O)c1nn(-c2cccc(Cl)c2)ccc1=O,6%,-0.1%,0.0%,8%,-10%,0.1%,-12%,-38%,0.3%,
CC(=O)Nc1ccc(C(=S)NCC2(N(C)C)CCCCC2)cc1,-4%,0.6%,-1.2%,21%,4%,-5.8%,1%,-14%,-0.4%,
COc1ccc(N(CC(=O)NCCSCc2ccccc2C)S(=O)(=O)c2ccccc2)cc1,-7%,0.1%,-1.0%,25%,-12%,-1.0%,19%,12%,-1.7%,
CC(NC(=O)C1CCCN1S(=O)(=O)c1cccc2cccnc12)c1ccccc1 (centres undefined),-4%,-0.1%,0.6%,-24%,-2%,9.0%,-6%,-6%,-1.4%,
Cc1ccc(-c2noc(CNC(=O)COc3ccccc3C)n2)cc1,-5%,-0.2%,0.4%,-24%,6%,5.4%,1%,-29%,1.8%,
S=C(Nc1ccc(Oc2ccccc2)cc1)NC1CCCCC1,4%,-0.3%,1.0%,-46%,-16%,7.3%,1%,2%,-3.2%,
C/C(=N\N=C(N)N)c1ccc(Cl)cc1,-3%,-0.3%,-1.1%,-18%,7%,2.7%,33%,-11%,0.2%,
CS(=O)(=O)Nc1ccccc1C(=O)NCCSc1ccccc1,-1%,0.2%,0.2%,-54%[20 µM],-9%,nt,9%,13%,-0.4%,
Cc1cc(C(F)(F)F)nn1CC(=O)N(C)c1ccccc1,5%,0.2%,0.6%,-2%[20 µM],3%,nt,11%,-41%,-1.8%,
Cn1c(NNC(=O)C(c2ccccc2)c2ccccc2)cc(=O)n(C)c1=O,-2%,-0.7%,-0.1%,-4%,0%,0.0%,2%,-30%,-2.0%,
CCOC(=O)c1cc(NC(=O)COC)ccc1O,nt,-0.2%,1.6%,15%,0%,2.4%,-6%,-12%,-1.3%,
COc1ccc(/C=C2\C(=O)ON=C2c2ccccc2)cc1OC,95µM*,0.2%,-0.6%,-15%,0%,4.8%,18%,11%,2.4%,Dengue-2 NS5 capping pilot replicate=38*
CCCCSc1nc(C(=O)O)cc(=O)[nH]1,-3%,-0.1%,-0.2%,20%,10%,1.2%,16%,-2%,-1.5%,
O=S(=O)(c1ccc(F)cc1)N1CCN(c2ccc(-c3ccccc3)nn2)CC1,-3%,-0.3%,0.4%,11%,-4%,-1.7%,13%,-4%,1.8%,
CC1CCN(C(=O)C2CCCN(S(C)(=O)=O)C2)CC1 (centres undefined),1%,0.3%,-0.1%,-8%,7%,-1.3%,5%,-4%,0.0%,
O=C(Nc1ccc(Cl)c(Cl)c1)Nc1ccc([N+](=O)[O-])cn1,-8%,0.2%,0.5%,11%,-1%,4.0%,-10%,8%,-0.4%,
CCOCCSC1=C(C#N)C(c2cccs2)C(C(C)=O)=C(C)N1 (centres undefined),-2%,-0.1%,-0.3%,20%,-8%,-1.8%,8%,-14%,-2.5%,
NC(=S)N/N=C/c1cn(-c2ccccc2)nc1-c1cccnc1,-1%,-0.2%,-0.2%,-3%,13%,1.8%,0%,3%,0.7%,
Cc1ccc(C(=O)Nc2cccnc2)cc1[N+](=O)[O-],-3%,0.5%,0.9%,-6%,-6%,3.1%,1%,-10%,0.0%,
Cn1c(SCCOc2ccccc2Cl)nnc1-c1ccncc1,-5%,-0.2%,-1.0%,22%,5%,2.8%,8%,-31%,-1.3%,
O=C1C(=O)N(CCN2CCOCC2)C(c2ccc(Cl)cc2)/C1=C(/O)c1ccc(S(=O)(=O)N2CCOCC2)cc1 (centres undefined),-5%,0.0%,-0.5%,-7%,7%,1.1%,14%,-1%,-0.9%,
N/C(=N\OC(=O)Cc1ccc(-c2ccccc2)cc1)c1ccncc1,-2%,0.1%,-1.6%,-16%,5%,0.2%,2%,-19%,0.6%,
COc1ccc(NC(=O)Nc2cccc3ccccc23)cc1OC,-9%,-0.1%,-0.4%,-8%,-6%,8.2%,3%,-19%,-1.7%,
Cn1nnc(C(O)CNCc2cccs2)n1 (centres undefined),-1%,-0.2%,-0.2%,16%,5%,-3.9%,-4%,4%,-2.3%,
C=COC(=O)c1sc2nc(C)cc(C)c2c1N,16%,-0.1%,-0.4%,4%,10%,5.1%,7%,-2%,-2.2%,
COc1ccc(-c2nnc(N(C)C(=O)c3ccco3)s2)cc1OC,8%,0.2%,0.3%,0%,7%,-2.7%,-2%,-25%,-0.3%,
O=C1NC(=Nc2cccnc2)S/C1=C\c1cccc(F)c1,-5%,0.2%,0.3%,-27%,13%,4.6%,-4%,-4%,7.2%,
COc1ccccc1N(CC(=O)NCC1CCCO1)C(=O)CNS(=O)(=O)c1ccc(Cl)cc1 (centres undefined),-6%,-0.1%,0.2%,-14%,-4%,-0.8%,8%,-10%,1.9%,
Cn1c(N)c(C(c2ccccc2)c2c(N)n(C)c(=O)n(C)c2=O)c(=O)n(C)c1=O,-6%,-0.3%,-0.5%,11%,9%,2.4%,12%,-15%,-0.7%,
O=C(COC(=O)/C=C/c1cccc(C(F)(F)F)c1)NC(c1ccccc1)c1ccccc1,2%,-0.1%,-0.7%,-18%,-11%,0.9%,2%,-23%,0.2%,
Cc1ccc(C(=O)O)cc1NS(=O)(=O)c1ccc2c(c1)oc(=O)n2C,-7%,0.0%,0.2%,-2%,-5%,-6.3%,15%,-5%,12%,
COc1ccc(N2CC(C)Cn3c2nc2c3c(=O)[nH]c(=O)n2C)cc1 (centres undefined),3%,-0.1%,-0.1%,8%,19%,-0.9%,6%,-11%,35%,
COc1cc(/C=N/Nc2ccc(Cl)c(C(=O)O)c2)ccc1OC(=O)c1cccs1,8%,0.9%,0.8%,9%,3%,1.5%,-2%,-30%,66%,
COc1ccc(N2CCN(C(=O)C(NC(=O)c3c(F)cccc3F)C(C)C)CC2)cc1 (centres undefined),-7%,-0.2%,-0.4%,-19%,4%,2.2%,-18%,-7%,-0.9%,
CC(C)NC(=O)c1ccc(-c2ccccc2C(F)(F)F)o1,-8%,-0.1%,-0.4%,2%,-5%,2.3%,0%,-18%,2.2%,
O=C(CSc1ccc2nnc(CCNC(=O)c3ccccc3)n2n1)NCc1ccc(F)cc1,-4%,0.0%,0.5%,37%,7%,-9.0%,-6%,13%,-1.9%,
COc1ccc(CN(C)CC(=O)Nc2ccccc2-c2ccccc2)c(OC)c1,0%,0.6%,-1.6%,22%,7%,-5.2%,7%,-23%,0.5%,
O=C(Cn1c(=O)oc2cc(S(=O)(=O)N3CCCCC3)ccc21)N1CCCCC1,-2%,-0.1%,-0.7%,39%,-2%,-5.7%,1%,-34%,-0.8%,
CCCc1nc(-c2ccc(-c3ccc(F)cc3)cc2)no1,-2%,0.5%,-1.2%,28%,6%,0.5%,-5%,-18%,1.0%,
CC12CCC(C(=O)N3CCCCC3)(CC1=O)C2(C)C (centres undefined),-4%,1.3%,1.3%,-74%,14%,4.1%,0%,18%,0.1%,
COC(=O)COc1ccc(/C=C2\SC(=O)N(CC(=O)Nc3ccccc3F)C2=O)cc1,2%,-0.1%,-0.5%,24%[20 µM],1%,-6.5%,-26%,-11%,-0.3%,
CN(CCOc1ccc(Br)cc1)C(=O)CNC(=O)c1ccc2ccccc2c1,-2%,-0.2%,-1.1%,-49%,4%,3.2%,7%,10%,2.7%,
C/C(=N/NC(=O)c1ccc(Br)s1)c1ccncc1,-1%,0.0%,1.7%,28%,0%,-3.7%,-2%,-35%,0.9%,
Cc1c(NC(=O)C(C)OC(=O)c2cccnc2)c(=O)n(-c2ccccc2)n1C (centres undefined),15%,-0.2%,0.5%,6%,9%,-3.0%,8%,-3%,-3.2%,
COc1ccc([N+](=O)[O-])cc1NC(=O)Nc1ccc(OC)c(OC)c1,1%,1.3%,-0.9%,-10%,0%,-0.1%,-3%,-9%,-1.9%,
Cc1cccc(-n2ccnc2SCC(=O)Nc2cc(C)on2)c1,-7%,0.0%,0.0%,3%,-8%,0.3%,2%,0%,-1.5%,
COc1ccc(C(=O)c2sc3nc(-c4ccccc4)ccc3c2N)cc1OC,-11%,0.1%,-0.4%,-8%,-8%,-0.9%,31%,-9%,-1.6%,
COc1cc(CO)c(Br)cc1OCC(=O)Nc1ccccc1C,-12%,-0.3%,-0.2%,-30%,-8%,4.3%,-1%,-30%,0.9%,
COc1ccc(Br)cc1/C=N/N1CCN(Cc2ccccc2)CC1,5%,-0.1%,-0.2%,0%,-9%,0.2%,14%,3%,1.5%,
